OTUD3 block = human OTUD3 deubiquitinase inhibition | Q5T2D3 | purified OTUD3, Ub-rhodamine fluorescence, 2 h | inhibition, % at 25 µM | 47,000 compounds, 0.7% hits | AID 1645858
UCHL1 block = blocks human UCHL1 ubiquitin-rhodamine cleavage | P09936 | purified UCHL1, Ub-rhodamine cleavage fluorescence | inhibition, % at 20 µM | 47,000 compounds, 0.2% hits
USP17 block = inhibitors of human USP17 deubiquitinase | A8MUK1 | purified USP17, Ub-rhodamine cleavage fluorescence, 3 h | inhibition, % at 50 µM | 47,000 compounds, 6.5% hits | AID 1645855
USP7 block = human USP7 deubiquitinase inhibition. Q93009. purified USP7, Ub-rhodamine cleavage fluorescence. inhibition, % at 20 µM. 47,000 compounds, 0.3% hits. AID 1645854
USP30 inh = blocks human USP30 ubiquitin-rhodamine cleavage. 47,000 compounds, 5.3% hits. inhibition, % at 25 µM. purified USP30, Ub-rhodamine cleavage fluorescence. Q70CQ3
USP10 block = inhibitors of human USP10 deubiquitinase | Q14694 | purified USP10, Ub-rhodamine fluorescence, 60 min | inhibition, % at 20 µM | 47,000 compounds, 1.1% hits
USP28 inh = blocks human USP28 ubiquitin-rhodamine cleavage | purified USP28, Ub-rhodamine cleavage fluorescence, 30 min | inhibition, % at 25 µM | 47,000 compounds, 3% hits
Target sequence (Q96RU2 whole entry, looked up): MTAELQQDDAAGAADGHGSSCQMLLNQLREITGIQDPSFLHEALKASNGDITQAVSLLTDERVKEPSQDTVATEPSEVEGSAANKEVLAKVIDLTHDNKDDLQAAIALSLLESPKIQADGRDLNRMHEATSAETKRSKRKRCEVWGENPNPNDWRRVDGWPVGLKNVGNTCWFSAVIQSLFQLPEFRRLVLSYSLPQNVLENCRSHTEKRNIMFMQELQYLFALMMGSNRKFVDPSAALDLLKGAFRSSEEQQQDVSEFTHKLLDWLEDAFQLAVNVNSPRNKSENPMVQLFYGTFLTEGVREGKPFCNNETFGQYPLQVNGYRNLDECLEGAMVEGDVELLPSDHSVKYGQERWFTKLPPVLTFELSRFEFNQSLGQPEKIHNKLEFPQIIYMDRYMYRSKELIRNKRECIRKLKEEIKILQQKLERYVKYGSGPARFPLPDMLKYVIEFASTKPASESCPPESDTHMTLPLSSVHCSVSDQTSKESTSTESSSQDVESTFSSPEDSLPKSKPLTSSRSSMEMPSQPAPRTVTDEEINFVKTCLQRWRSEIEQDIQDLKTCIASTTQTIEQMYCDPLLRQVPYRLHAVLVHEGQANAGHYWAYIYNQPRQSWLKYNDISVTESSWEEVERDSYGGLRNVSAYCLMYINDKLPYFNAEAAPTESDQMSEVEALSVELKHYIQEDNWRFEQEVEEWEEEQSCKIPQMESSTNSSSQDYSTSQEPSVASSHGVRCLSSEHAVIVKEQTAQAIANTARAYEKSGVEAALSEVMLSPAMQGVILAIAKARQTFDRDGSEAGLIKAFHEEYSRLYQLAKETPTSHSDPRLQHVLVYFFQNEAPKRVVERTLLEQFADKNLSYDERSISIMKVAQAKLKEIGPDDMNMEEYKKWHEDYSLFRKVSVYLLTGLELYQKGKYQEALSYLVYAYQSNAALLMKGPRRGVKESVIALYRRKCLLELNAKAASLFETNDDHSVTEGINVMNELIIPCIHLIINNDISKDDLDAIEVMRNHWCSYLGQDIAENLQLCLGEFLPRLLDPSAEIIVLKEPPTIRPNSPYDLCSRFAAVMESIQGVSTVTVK
USP8 block = human USP8 deubiquitinase inhibition | purified USP8, Ub-rhodamine cleavage fluorescence, 30 min | inhibition, % at 20 µM | 47,000 compounds, 4.2% hits
* hit, by the source's call; . = not tested or not shown. No stated cut-off is given here; in the data, active means inhibition above about 30%; inactive means the rest.

SMILES	OTUD3 block	UCHL1 block	USP17 block	USP7 block	USP30 inh	USP10 block	USP28 inh	USP8 block
CCCc1cc(C2CCCN2C(=O)Nc2ccc(C)cc2)no1 (centres undefined)	4	2	3	0	15	2	11	11
COc1ccc(CN2CCC3(CC2)OCCc2cnc(C)nc23)c(F)c1	6	-1	-14	2	-7	-2	-2	18
O=S(=O)(Nc1ccc(-c2nnc(-c3ccccc3)o2)cc1)c1ccccc1F	0	5	28	11	19	16	11	5
COc1cccc(Cn2cnc3c(NS(=O)(=O)c4ccc(Cl)cc4)c(C)c(C)cc32)c1	-1	-4	11	16	-1	18	0	49*
Cc1cccc(CN2C[C@@H]3c4nc(N5CCCC5)ncc4CS(=O)(=O)[C@@H]3C2)c1	-25	-3	-30	-4	-107	-3	-28	-13
O=C(O)C1CCN(c2ccc([N+](=O)[O-])cc2)CC1	-6	-4	-22	0	-26	-4	-10	-17
Cc1ccccc1CC(=O)Nc1ccc2c(c1)CCC(=O)N2CC(C)C	-16	-2	-9	0	-6	2	-12	-25
CCOc1ccccc1Oc1nc(-c2cccnc2)nc2ccccc12	-20	-2	5	-5	-70	-8	-35	-21
Cc1c(-c2ccccc2)sc(NC(=O)c2cnccn2)c1C(=O)N1CCOCC1	-11	-4	-48	-9	-46	-7	-17	-165
Cn1cc(CN2CCC3(CC2)CN(c2cccnc2)c2ccccc23)cn1	-4	-3	-18	-2	-25	-3	-6	-63
O=C(O)c1ccc2c(cnn2CC(=O)N2CCCCCC2)c1	1	-3	-21	-1	-2	1	-18	-4
O=C(NC1CCCC1)C1CN(C(=O)Nc2ccc(F)cc2)CC12CCOCC2 (centres undefined)	8	2	10	4	15	3	11	16
CC(C)c1ccc(NC(=O)C2C3C=CC4(O3)C2C(=O)N(C2CC2)C4C(=O)NC2CCCCC2)cc1 (centres undefined)	7	1	.	7	4	0	5	6
Cn1c(=O)c(N2CCN(S(=O)(=O)c3ccccc3)CC2)nc2ccncc21	0	-1	29	-1	7	1	2	-1
Cc1cccc(-c2nnc(SCc3cn4cc(Cl)ccc4n3)n2Cc2ccco2)c1	-68	-13	-18	-36	-268	-10	-68	1
Cc1ccnc(SCc2nc(-c3ccc4c(c3)ncn4C)no2)n1	9	0	3	0	19	1	28	3
O=C(Nc1cccc(-c2nnc3n2CCCCC3)c1)c1ccccc1C(F)(F)F	-2	-2	1	1	-7	0	0	0
COc1ccc(-n2nnnc2CNC(=O)C2CC(=O)N(c3ccc(C)c(C)c3)C2)cc1 (centres undefined)	5	1	0	0	8	0	7	1
O=C(c1cscn1)N1CCC2(CN(Cc3ccc(C(F)(F)F)cc3)C2)C1	-3	0	-6	2	12	-1	0	-222
CCn1c(=O)c(N2CCC(C(=O)NCc3ccccc3C)CC2)nc2cccnc21	-2	-2	-3	4	-1	-3	-9	-14
Cc1ccc(S(=O)(=O)NCC(=O)OC(C(=O)Nc2cc(C)ccc2C)c2ccccc2)cc1 (centres undefined)	1	0	51*	-8	47*	7	9	-2
COCCCNC(=O)Cn1c(=O)n(-c2ccccc2)c(=O)c2c3c(sc21)CCCC3	13	-5	18	-3	26	0	-5	-1
Cc1ccc(-n2ncc3c(NCc4ccco4)ncnc32)cc1C	-2	6	-2	-35	-19	2	5	3
Cn1c(NC(=O)c2ccc(Cl)cc2)c(-c2ccccc2)c(=O)c2ccccc21	-2	-1	4	2	0	2	-10	-2
CC1Cc2nc3ccccc3n2CCN1C(=O)Nc1ccccc1 (centres undefined)	2	-1	0	0	-9	-1	-1	0

Look-ups from above:
COc1ccc(CN2CCC3(CC2)OCCc2cnc(C)nc23)c(F)c1 in USP7 block has 2
CCCc1cc(C2CCCN2C(=O)Nc2ccc(C)cc2)no1 (centres undefined) in USP17 block has 3
CCn1c(=O)c(N2CCC(C(=O)NCc3ccccc3C)CC2)nc2cccnc21 in OTUD3 block has -2
O=C(O)C1CCN(c2ccc([N+](=O)[O-])cc2)CC1 in OTUD3 block has -6
Cc1ccc(-n2ncc3c(NCc4ccco4)ncnc32)cc1C in UCHL1 block has 6

The main list resumes, starting three compounds before the break.
SMILES	OTUD3 block	UCHL1 block	USP17 block	USP7 block	USP30 inh	USP10 block	USP28 inh	USP8 block
Cc1ccc(-n2ncc3c(NCc4ccco4)ncnc32)cc1C	-2	6	-2	-35	-19	2	5	3
Cn1c(NC(=O)c2ccc(Cl)cc2)c(-c2ccccc2)c(=O)c2ccccc21	-2	-1	4	2	0	2	-10	-2
CC1Cc2nc3ccccc3n2CCN1C(=O)Nc1ccccc1 (centres undefined)	2	-1	0	0	-9	-1	-1	0
Cc1cc(Cl)ccc1S(=O)(=O)NCc1nc(C(=O)N2CCCC2)c(C)o1	-9	-3	-13	-5	-13	-4	-13	-9
c1ccc2c(CCc3nc(-c4ccc(N5CCOCC5)cc4)no3)c[nH]c2c1	-10	-2	-13	-5	-53	-1	-3	7
CCS(=O)(=O)Nc1cc(S(=O)(=O)Nc2cc(Cl)ccc2Cl)ccc1N1CCOCC1	-1	4	-13	4	-5	7	0	2
CN1CCCc2cc(C(=O)N3CCN(c4ccccc4F)CC3)sc21	-8	0	-9	-6	-21	0	4	-11
Cc1cc(C)c(NC(=O)COC(=O)C(c2ccccc2)c2ccccc2)c(C)c1	13	2	9	8	9	5	16	22
O=C(Cn1cnc(S(=O)(=O)N2CCc3ccccc32)c1)Nc1cccc(Cl)c1	-25	-3	8	-2	-31	4	-6	-40
CC(=O)N1CCO[C@@H]2CCN(C(=O)c3cnccn3)CC[C@H]21	0	-2	-17	2	-2	0	-2	-58
Cc1ccc2c(Nc3cccc(C#N)c3)c(C(=O)N3CCCC3)cnc2n1	-19	-14	-26	-13	-80	-7	-30	-1
Cc1c(O)c(C)c2c(c1O)C(=O)OC(C)(O)C2 (centres undefined)	1	-1	9	-2	-9	-10	8	-23
Cc1ccc(C(C)C)c(OCc2nc3ccccc3n2CC(C)C)c1	17	7	20	11	25	13	11	9
COc1ccc2sc(NC(=O)c3cccnc3)nc2c1	0	3	7	3	-7	0	18	6
CC(=O)c1ccccc1NC(=O)c1cccc(S(=O)(=O)N2CCCc3ccccc32)c1	3	2	5	5	-1	-1	1	2
O=C(Nc1nccs1)C1c2ccccc2C(=O)N(Cc2ccccc2)C12CCCC2 (centres undefined)	10	69*	7	23	15	26	1	69*
COc1cccc(-c2noc3ncnc(N4CCN(C)CC4)c23)c1	7	0	1	-14	25	3	1	-1
Cc1cn(C)c(C2CCCN(C(=O)Cc3c[nH]c4ccccc34)C2)n1 (centres undefined)	1	-1	5	0	12	-1	2	22
COc1ccc(C)cc1NC(=O)CN1C(=O)C2CCCC2=Nc2ccccc21 (centres undefined)	35*	3	82*	8	77*	25	22	42*
O=C(Cn1cnc(S(=O)(=O)N2CCCC2)c1)N1CCCc2ccccc21	-4	-1	-4	0	3	-2	-4	-3
CS(=O)(=O)N1C[C@H]2N(c3ncccn3)CCC[C@@]2(C(=O)NCC2CC2)C1	3	1	4	3	13	4	3	-1
Cc1ccccc1-n1c(=O)[nH]c2c(c1=O)C(C)(C)Cc1ccccc1-2	3	-2	10	2	5	2	7	6
COc1ccc(-c2ccc(C#N)c(SCc3cc4c(cc3Cl)OCO4)n2)cc1	-45	-2	43*	3	-179	-7	-96	2
O=C(c1cc2c(s1)-c1ccccc1S(=O)(=O)C2)N1CCN(c2ccccc2F)CC1	2	4	11	7	26	9	25	14
COc1ccc(-n2ccn3c(CCC(=O)NC4CC4)nnc3c2=O)cc1	-1	-6	-2	1	3	0	-15	4
COc1cccc(C2Cn3c(C)cnc3CN2C(=O)c2ncoc2C)c1 (centres undefined)	5	-2	-4	-1	-2	-2	0	-64
CC(=O)O[C@@H]1OC(=O)[C@](C)(C(C)=O)[C@@H]1C	17	8	39*	13	33*	7	11	6
COc1cc2c(cc1OC)[C@H](C)N(CC1C(=O)O[C@@H]3C[C@@]4(C)CCC[C@H](C)C4=C[C@H]13)CC2 (some centres undefined)	-60	-14	-19	-16	-236	-9	-37	45*
Next section.
SMILES	OTUD3 block	UCHL1 block	USP17 block	USP7 block	USP30 inh	USP10 block	USP28 inh	USP8 block
CC(=O)N1C[C@H]2[C@@H](C1)c1ccccc1[C@@H]2NC(=O)c1cccc(N(C)C)c1	-4	-1	0	-2	-5	1	-1	-32
Cn1c(C(=O)NCC2CCCO2)cc2cc(Cl)ccc21 (centres undefined)	-9	-1	0	-4	5	0	-3	7
O=c1c2ccccc2c(-c2nc(-c3cccnc3)no2)cn1-c1ccc(F)cc1	5	3	22	5	15	1	0	2
COc1ccc(C(=O)N2CCOC23CCN(c2ccc([N+](=O)[O-])cc2)CC3)cc1	0	3	-9	3	15	-3	13	-44
O=S(=O)(Nc1ccccn1)c1ccc(N2CCC(Cc3ccccc3)CC2)nc1	16	8	18	1	29	20	19	23
O=C(NCc1ccc2c(c1)OCO2)C1CCCN(S(=O)(=O)c2cccnc2)C1 (centres undefined)	-13	-6	0	0	-107	-4	-40	-18
O=C(O)CCSc1nnc(COc2ccc(Br)cc2)n1Cc1ccccc1	4	5	26	-62	24	9	14	17
Cc1ccc(Cn2nnc3c(=O)[nH]c(C4CCN(S(=O)(=O)c5ccc(S(=O)(=O)NC6CCCC6)cc5)CC4)nc32)cc1	10	5	-20	10	20	34*	2	-228
COc1ccc(S(=O)(=O)N2CCCC(c3nnc4ccccn34)C2)cc1 (centres undefined)	-5	-3	-1	11	0	-1	-10	-14
O=C1c2ccccc2NC(c2cnn(-c3ccccc3)c2)N1Cc1ccccc1 (centres undefined)	-1	2	5	3	-17	3	0	2
COc1ccc(CCn2c(=O)n(C)c3ncncc32)cc1	9	1	10	1	25	1	10	14
O=C(Nc1ccccc1)c1noc2c1CCc1sccc1-2	5	0	37*	3	4	5	19	4
CSCCC(NC(=O)C1CCCC1)c1nc2ccccc2[nH]1 (centres undefined)	-1	0	-5	0	-2	0	-2	-6
CCN(CC)c1ccc(NC(=O)Cn2cnc3ccsc3c2=O)cc1	-13	-2	-17	0	-34	5	-19	0
Cc1ccc(NC(=O)NC2CCc3ncc(C(F)(F)F)n3C2)cc1 (centres undefined)	-8	0	-7	-3	-19	0	-10	-8
Cc1noc(C)c1C1CCCN1C(=O)c1c(F)cccc1F (centres undefined)	-3	0	2	.	-3	2	3	4
O=C(Nc1nc2cc3c(cc2s1)OCCO3)C1CCCCC1	7	8	11	-103	13	8	22	11
CC(C)c1ccc(-c2cnc3sc(NCCc4ccccn4)nn23)cc1	-16	2	-12	4	-16	8	-8	-26
O=C(O)C1=CC(c2ccccc2Cl)n2nnnc2N1 (centres undefined)	5	0	3	1	10	-1	-2	0
O=C1CC(C(=O)Nc2ccc(F)cc2)n2nc(SCc3ccccc3)nc2N1 (centres undefined)	13	1	2	8	58*	9	28	12
Cc1cc(C)c2cc(CN(Cc3cccnc3)C(=O)NCc3ccccc3)c(=O)[nH]c2c1	-14	-1	-29	-15	-14	-5	-9	-14
CNc1cncc(C2CCCN2C(=O)C2CN(S(C)(=O)=O)C2)n1 (centres undefined)	4	2	6	9	-1	-2	0	6
Cc1ccc(N2CCN(CCc3nc4cc(NC(=O)NC5CCCCC5)ccc4n3C)CC2)cc1	-6	-4	6	-2	-14	0	-12	-18
CN(Cc1nc2ccccc2n1CCCOc1ccccc1)C(=O)c1ccco1	6	0	1	-5	2	-2	1	6
CN(CC(=O)NC(C(N)=O)c1ccccc1)Cc1ccccc1 (centres undefined)	15	0	6	-2	11	1	3	1
Cc1cc(C)c(NC(=O)CSc2nc3cn(C)nc3c(=O)n2CC2CC2)c(C)c1	-1	0	61*	5	70*	13	18	42*
N#Cc1cccc(CN2CC[C@@H]3[C@@H](CO[C@@H]3CNc3ncccn3)C2)c1	0	3	0	3	-1	4	11	-25
Cc1cc(NC(=O)c2ccccc2F)ccc1-c1cc2ccccc2oc1=O	3	7	5	8	12	4	14	-22
O=C(c1ccc2c(=O)n3c(nc2c1)CCCC3)N1CCC2(CC1)OCCO2	10	3	10	8	31*	2	10	8
CCOC(=O)C1CCN(Cc2cc(=O)oc3cc(C)c(Cl)cc23)CC1	3	1	0	1	-24	2	-15	3

Record cards, as listed above. Order of screens: OTUD3 block, UCHL1 block, USP17 block, USP7 block, USP30 inh, USP10 block, USP28 inh, USP8 block
`COc1ccc(S(=O)(=O)N2CCCC(c3nnc4ccccn34)C2)cc1` (centres undefined) in the list: -5, -3, -1, 11, 0, -1, -10, -14
`Cc1cc(NC(=O)c2ccccc2F)ccc1-c1cc2ccccc2oc1=O` in the list: 3, 7, 5, 8, 12, 4, 14, -22
`CNc1cncc(C2CCCN2C(=O)C2CN(S(C)(=O)=O)C2)n1` (centres undefined) in the list: 4, 2, 6, 9, -1, -2, 0, 6
`Cc1ccc(NC(=O)NC2CCc3ncc(C(F)(F)F)n3C2)cc1` (centres undefined) in the list: -8, 0, -7, -3, -19, 0, -10, -8
`CCOC(=O)C1CCN(Cc2cc(=O)oc3cc(C)c(Cl)cc23)CC1` in the list: 3, 1, 0, 1, -24, 2, -15, 3
